KCNK3 inh – human KCNK3 channel inhibition, primary screen; B-score at 10 µM; 0.84% of 340,000 active; O14649; AID 602410; CHO-KCNK3 thallium flux, FluxOR fluorescence; active compounds read low;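 active = B-score under library mean minus 4 SD, starting fluorescence ratio at most library mean plus 5 SD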;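 also: more negative B-score means stronger inhibition of thallium flux through KCNK3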
Target sequence (O14649 whole entry, looked up): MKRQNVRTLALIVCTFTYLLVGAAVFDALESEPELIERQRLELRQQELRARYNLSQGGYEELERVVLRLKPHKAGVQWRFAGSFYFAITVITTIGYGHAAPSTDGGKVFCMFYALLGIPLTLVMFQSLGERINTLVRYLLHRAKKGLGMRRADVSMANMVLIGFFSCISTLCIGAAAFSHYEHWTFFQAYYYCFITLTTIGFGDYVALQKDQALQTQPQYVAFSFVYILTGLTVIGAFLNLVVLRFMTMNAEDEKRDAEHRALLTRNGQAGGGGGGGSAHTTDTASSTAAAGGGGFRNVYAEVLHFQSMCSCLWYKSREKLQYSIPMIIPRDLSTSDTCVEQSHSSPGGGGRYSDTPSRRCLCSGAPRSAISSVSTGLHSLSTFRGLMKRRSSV
KCNK9 block – inhibitors of human KCNK9 two-pore domain potassium channel | AID 488922 | 1.2% of 310,000 active | B-score at 10 µM | HEK293 KCNK9, FluxOR thallium flux fluorescence; active compounds read low;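 active = ratio B-score over 3 SD below the library mean, with starting fluorescence within 5 SD of its mean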;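 also: negative B-score means less thallium flux so channel inhibition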
Target sequence (Q9NPC2 whole entry, looked up, the tested form may be a part): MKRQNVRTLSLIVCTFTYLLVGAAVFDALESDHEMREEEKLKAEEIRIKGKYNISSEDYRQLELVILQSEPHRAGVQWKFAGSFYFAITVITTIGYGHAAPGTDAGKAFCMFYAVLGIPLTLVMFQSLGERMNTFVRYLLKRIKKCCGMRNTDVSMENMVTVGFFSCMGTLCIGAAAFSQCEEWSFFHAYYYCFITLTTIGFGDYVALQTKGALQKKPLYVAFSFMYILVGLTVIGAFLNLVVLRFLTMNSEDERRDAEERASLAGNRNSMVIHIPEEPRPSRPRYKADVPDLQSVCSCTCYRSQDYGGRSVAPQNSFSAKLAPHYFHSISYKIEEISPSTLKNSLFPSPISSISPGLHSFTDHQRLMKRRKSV
hERG protect – compounds protecting human hERG from proarrhythmic drug block; CHO-hERG, FluxOR thallium flux, dofetilide IC70 present; activation (rescue from dofetilide block), less the hit threshold, % at 10 µM; AID 1511; Q12809; 0.51% of 310,000 active;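 active = activation above the mean of controls blocked by dofetilide plus 5 SD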;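 also: thallium influx through hERG after potassium depolarization seen as dye fluorescence rise; in these data hits start at about 4.7%; inactives centre near -7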
PolyA inhibitor – inhibitors of polyadenylation in S. cerevisiae | calls only at 12 µM | S. cerevisiae SKY197-pL101 polyadenylation reporter, beta-gal luminescence; efflux-impaired pdr1/pdr3 knockout yeast; score 100 = 6 SD above DMSO | 0.02% of 300,000 active | AID 1875;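 active = lowest replicate activity score at least 50, where 100 means six control SD above control mean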;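 also: yeast exposed to compound for 9 h at 30 °C; higher score means more reporter readthrough which indicates perturbed polyadenylation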
Dyrk1A ADPGlo – blocks rat Dyrk1A kinase activity; ADP-Glo luminescence, NFATc1 peptide; 0.43% of 310,000 active; inhibition, % at 12.5 µM; Q63470; AID 504441; in the data active = inhibition above about 50%;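 also: plate controls were vehicle with enzyme for no effect and no enzyme for full effect; many of its hits are not listed in these tables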
KCNQ1 pot – human KCNQ1 channel potentiation or activation; 0.35% of 310,000 active; B-score at 10 µM; P51787; CHO-K1 KCNQ1, thallium flux FluxOR fluorescence; active compounds read high;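 active = fluorescence ratio B-score, a plate-corrected score, at least three library SD, with initial intensity B-score within 5 SD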
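Assay system: stable KCNQ1 CHO-K1 line; medium: assay buffer, equal DMSO in all wells; timing: 90 min dye loading and 20 min compound exposure, both at room temperature; technique: kinetic FluxOR thallium fluorescence, 10-s 1-Hz baseline, 110-s post-stimulus read; read-out basis: B score of baseline-normalized fluorescence ratio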
GSK3A inh – inhibitors of human GSK-3 alpha kinase; inhibition, % at 10 µM; ADP-Glo luminescence, 60 min; 0.1% of 320,000 active; P49840;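 in the data active = inhibition above about 50%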;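 also: GST-tagged GSK-3 alpha with peptide substrate and 25 µM ATP; 0% = DMSO neutral wells and 100% = GW8510 positive control wells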
HDAC3 inhib – human HDAC3 inhibition | AID 2718 | inhibition, % at 8.3 µM | 0.15% of 320,000 active | recombinant HDAC3, fluorogenic peptide/trypsin coupled, fluorescence | O15379; in the data active = inhibition above about 26%, passing the limit was not always enough
KCNQ1 inh – human KCNQ1 channel inhibition | CHO-K1 KCNQ1, FluxOR thallium flux fluorescence; active compounds read high | 1.3% of 310,000 active | AID 2642 | P51787 | B-score at 10 µM;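 active = compounds whose thallium flux B-score, printed positive for inhibition, exceeds three library SD while starting fluorescence stays within three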;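 also: channel opened by potassium depolarization with thallium stimulus after 20 min compound exposure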
GSK3beta inhib – blocks human GSK3beta kinase activity; P49841; GST-GSK3beta kinase, ADP-Glo luminescence, 60 min; active compounds read low; activity score (negative = inhibition), % at 10 µM; 0.038% of 300,000 active; AID 2097;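 active = more than half of replicate wells score below -50%, meaning over 50% inhibition versus plate controls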;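 also: 0% = median DMSO wells and -100% = median GW8510 positive control wells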
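Test system – GST-tagged human GSK3beta kinase, cell-free · Incubation – 60 min enzyme reaction, room temperature · Signal – ADP-Glo luminescence · Also added – peptide substrate and ATP at 25 µM · Controls – DMSO neutral wells and GW8510 at 20 µM as positive · Buffer or medium – Tris/MgCl2 kinase buffer · Measure – Luminescence-derived activity versus plate DMSO and GW8510 wells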
RGS4 act – RGS4 potentiation or activation | HEK293 M3R/inducible RGS4, carbachol calcium flux Fluo4; active compounds read low | B-score at 10 µM | 0.92% of 310,000 active;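 active = B-score of the integrated calcium signal more than 4 SD below the library mean, with starting fluorescence not abnormally high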;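 also: negative B-score means reduced calcium response which marks RGS4 activation or potentiation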
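System – HEK293 FlpIn-TREx cells, stable M3R, doxycycline-inducible RGS4 · Reagent – ECmax carbachol challenge · Times – compound preincubation 20 min at room temperature before agonist · Technique – Fluo4 fluorescence kinetic imaging of calcium · Measure – B score of integrated Fluo4 ratio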
* hit, by the source's call; i = inactive; / = no result given. A portion of the library; rates above refer to the full screens.

SMILES | KCNK3 inh | KCNK9 block | hERG protect | PolyA inhibitor | Dyrk1A ADPGlo | KCNQ1 pot | GSK3A inh | HDAC3 inhib | KCNQ1 inh | GSK3beta inhib | RGS4 act
COc1ccc(OCC(=O)N(Cc2cccs2)C2CCS(=O)(=O)C2)cc1 (stereo unspecified) | i | i | -8 | / | 1 | i | -3 | -4 | i | 0 | i
N/C(=N\OC(=O)c1cccs1)c1cccnc1 | i | i | -7 | i | 3 | i | 0 | -4 | i | 3 | i
Cc1ccc(-n2c(=O)c3ccccc3n(CC(=O)NCc3ccco3)c2=O)cc1 | i | i | -8 | i | -4 | i | -2 | -2 | i | 0 | i
Cc1oc2cc(O)ccc2c(=O)c1Oc1ccccc1Br | i | i | -1 | i | 0 | i | 0 | 2 | i | 0 | i
CCOC(=O)c1noc(C)c1C(=O)Nc1nccs1 | i | i | -4 | i | -1 | i | -2 | 6 | i | 1 | i
CC(=O)Oc1ccccc1-c1nc(C)nc(N(C)C(C)=O)n1 | i | i | -9 | i | 0 | i | 1 | -3 | i | -2 | i
COc1ccccc1N1CCN(C(=O)c2cccc(NC3=NC4CS(=O)(=O)CC4S3)c2)CC1 (stereo unspecified) | i | i | -9 | i | -2 | i | 0 | 1 | i | 1 | i
Cc1ccc(C(c2nnnn2CS(=O)(=O)c2ccc(C)cc2)N2CCCC2)cc1 (stereo unspecified) | i | i | -5 | i | / | i | -1 | 2 | i | 0 | i
Cc1sc(NC(=O)C2CCCO2)c(C#N)c1C (stereo unspecified) | i | i | -3 | i | 9 | i | 2 | 4 | i | 5 | i
C[C@H]1C(=O)N(C)CCN1Cc1cn(C)nc1-c1ccc(Oc2ccccc2)cc1 | i | i | -16 | i | 0 | i | 1 | 5 | i | 1 | i
COc1ccc2c(c1)c(C(=O)O)c(C)n2-c1ccc(Cl)cc1 | i | i | -2 | i | 5 | i | 0 | 7 | i | 1 | i
C/C(=N\NC(=O)c1cc(-c2ccncc2)nc2ccccc12)c1ccc(OC(F)F)cc1 | i | i | -4 | i | / | i | -1 | -3 | i | 2 | i
O=C(COC(=O)CNS(=O)(=O)c1cccc(Br)c1)Nc1ccccc1Sc1ccccc1 | i | i | -11 | i | -2 | i | -1 | -3 | i | 2 | i
COc1cccc(-n2cnc3c(sc4nc(N5CCOCC5)c5c(c43)CCCC5)c2=O)c1 | i | i | -5 | i | -9 | i | 0 | -5 | i | -2 | i
COc1ccc(CCNC(=S)NC(=O)/C=C/c2ccc(C)cc2)cc1OC | i | i | -3 | i | 4 | i | -2 | 1 | i | 1 | i
COc1cc(C(=O)Nn2cnnc2)ccc1OC(F)F | i | i | -4 | i | 0 | i | 0 | 4 | i | -2 | i
O=C(Nc1ccccc1)/C(=C\c1ccc2c(c1)OCO2)NC(=O)c1ccco1 | i | i | -4 | i | 0 | i | 0 | 1 | i | -12 | i
COc1ccc(/C=N/NC(=O)c2cc(C)oc2C)cc1OC | i | i | -4 | i | / | i | -4 | 6 | i | 6 | i
Cc1nc(N)sc1C(=O)Nc1ccccc1 | i | / | / | i | -2 | / | 0 | 10 | / | -19 | /
O=C(NCCC1CCCCN1S(=O)(=O)c1ccccc1)C(=O)NCc1ccccc1F (stereo unspecified) | i | i | -14 | i | -1 | i | -2 | / | i | -4 | i
Cn1c(=O)n(C)c2cc(/C=N/NC(=S)NCc3ccccc3)ccc21 | i | i | -13 | i | -1 | i | -1 | -2 | i | 1 | i
CCc1nnc(NS(=O)(=O)c2ccc(NC(=O)c3cc(Cl)ccc3OC)cc2)s1 | i | i | -5 | i | 1 | i | -2 | 10 | i | 6 | i
CC(C)(C)n1nnnc1C(c1ccccn1)N1CCN(C(c2ccccc2)c2ccccc2)CC1 (stereo unspecified) | i | i | -5 | i | 5 | i | 0 | -2 | i | 1 | i
O=C(NC1c2ccccc2-c2ccccc21)c1ccccc1 | i | i | -7 | i | -1 | i | / | 11 | i | -3 | i
CC(=O)NC(Cc1ccc(F)cc1)C(=O)NC1CCN(C(=O)Nc2ccc(F)cc2)CC1 (stereo unspecified) | i | i | -1 | i | 1 | i | 1 | -1 | i | 4 | i
CCC(=O)c1ccc(OCC(=O)OCC(=O)NCCC2=CCCCC2)cc1 | i | i | -18 | i | 2 | i | 0 | -3 | i | 1 | i
Cc1ccc(S(=O)(=O)CCC(=O)OCC(=O)NCCc2ccc(F)cc2)cc1 | i | i | -10 | i | -4 | i | 0 | 5 | i | -1 | i
Cc1ccc2[nH]c(=S)cc(C)c2c1 | i | i | -4 | i | 4 | i | 4 | -1 | i | 1 | i
CC1=C(C(=O)OCC2CCCO2)C(c2ccncc2)C2=C(CC(C)(C)CC2=O)N1 (stereo unspecified) | i | i | -8 | i | 26 | i | -2 | -7 | i | -3 | i
O=C(O)c1ccc(-n2nnc3ccccc32)c([N+](=O)[O-])c1 | i | i | -3 | i | 2 | i | 2 | 6 | i | 2 | i
O=C(O)c1ccccc1Nc1ccccc1C(=O)O | i | i | -7 | i | 3 | i | / | / | i | 2 | i
OCCNc1nc(NCCC2=CCCCC2)nc(N2CCOCC2)n1 | i | i | -11 | i | -2 | i | -1 | 4 | i | -1 | i
O=[N+]([O-])c1cc(S(=O)(=O)Nc2ccccc2)ccc1N1CCN(c2ccccc2)CC1 | i | i | -5 | i | -8 | i | -3 | 10 | i | -2 | i
COc1ccc(OC)c(S(=O)(=O)NC2CC2)c1 | i | i | -8 | i | -6 | i | 1 | 4 | i | 8 | i
Cc1ccc(Oc2ccc(S(=O)(=O)NCC(C)(C)N3CCOCC3)cc2)cc1 | i | i | -5 | i | 0 | i | -1 | 5 | i | 3 | i
O=C(CN1C(=O)CC(c2ccccc2)S(=O)(=O)c2ccccc21)N1CCCCC1 (stereo unspecified) | i | i | 0 | i | 1 | i | 0 | -1 | i | 1 | i
CCOC(=O)Nc1ccc(C(N)=O)cc1 | i | i | 0 | i | -3 | i | -1 | 1 | i | -2 | i
O=C(Nc1nccs1)c1ccc(S(=O)(=O)N2CCOCC2)cc1 | i | i | 3 | i | 6 | i | 1 | 3 | i | -3 | i
COc1cccc(CNC(=O)c2cccc(Br)c2)c1 | i | i | -6 | i | 0 | i | -1 | 3 | i | -1 | i
COc1ccccc1C(=O)NCC(=O)N=Nc1c(O)n(C(C)C)c2ccccc12 | i | i | -5 | i | 5 | i | 1 | 1 | i | -3 | i

Some of the entries above, set out differently.
O=C(Nc1nccs1)c1ccc(S(=O)(=O)N2CCOCC2)cc1
  KCNK3 inh: i
  KCNK9 block: i
  hERG protect: 3
  PolyA inhibitor: i
  Dyrk1A ADPGlo: 6
  KCNQ1 pot: i
  GSK3A inh: 1
  HDAC3 inhib: 3
  KCNQ1 inh: i
  GSK3beta inhib: -3
  RGS4 act: i
O=C(O)c1ccccc1Nc1ccccc1C(=O)O
  KCNK3 inh: i
  KCNK9 block: i
  hERG protect: -7
  PolyA inhibitor: i
  Dyrk1A ADPGlo: 3
  KCNQ1 pot: i
  GSK3A inh: /
  HDAC3 inhib: /
  KCNQ1 inh: i
  GSK3beta inhib: 2
  RGS4 act: i
CCC(=O)c1ccc(OCC(=O)OCC(=O)NCCC2=CCCCC2)cc1
  KCNK3 inh: i
  KCNK9 block: i
  hERG protect: -18
  PolyA inhibitor: i
  Dyrk1A ADPGlo: 2
  KCNQ1 pot: i
  GSK3A inh: 0
  HDAC3 inhib: -3
  KCNQ1 inh: i
  GSK3beta inhib: 1
  RGS4 act: i
O=[N+]([O-])c1cc(S(=O)(=O)Nc2ccccc2)ccc1N1CCN(c2ccccc2)CC1
  KCNK3 inh: i
  KCNK9 block: i
  hERG protect: -5
  PolyA inhibitor: i
  Dyrk1A ADPGlo: -8
  KCNQ1 pot: i
  GSK3A inh: -3
  HDAC3 inhib: 10
  KCNQ1 inh: i
  GSK3beta inhib: -2
  RGS4 act: i

The list continues.
SMILES | KCNK3 inh | KCNK9 block | hERG protect | PolyA inhibitor | Dyrk1A ADPGlo | KCNQ1 pot | GSK3A inh | HDAC3 inhib | KCNQ1 inh | GSK3beta inhib | RGS4 act
CC(NC(=O)C(NC(=O)C(Cc1c[nH]c2ccccc12)NC(=O)OC(C)(C)C)C(C)C)C(N)=O (stereo unspecified) | i | i | -4 | i | 6 | i | -1 | 2 | i | 5 | i
COc1ccc(NC(=O)COc2ccccc2)cc1Cl | i | i | -11 | i | 12 | i | 0 | -1 | i | 1 | i
COc1cccc(/C(O)=C/c2nc3ccc(C(=O)NCCc4ccc(Cl)cc4)cc3[nH]c2=O)c1 | i | i | -9 | i | 2 | i | / | / | i | -1 | i
CCOc1ccc(Oc2ccc(NC(=O)[C@@H](NC(N)=O)[C@@H](C)CC)cc2)cc1 | i | i | -14 | i | 17 | i | -2 | 9 | i | 0 | i
COc1cccc(NC(=O)CCN2C(=O)c3ccc([N+](=O)[O-])cc3C2=O)c1 | i | i | -2 | i | -1 | i | -2 | -8 | i | 0 | i
COCCSc1ccccc1C(=O)Nc1cc([N+](=O)[O-])ccc1OC | i | i | -21 | i | 0 | i | 0 | 3 | i | -1 | i
CC(=O)NCCNC(=O)c1cc(-c2cccc3ccccc23)nc2ccccc12 | i | i | -5 | i | / | i | 1 | 4 | i | 3 | i
COc1ccc(-c2ccc(NCCN3CCOCC3)nn2)cc1OC | i | i | -2 | i | 6 | i | -1 | 1 | i | -2 | i
O=C(COC(=O)c1cccc([N+](=O)[O-])c1)c1ccc(OCc2ccccc2)cc1 | i | i | -15 | i | 1 | i | 0 | 0 | i | 1 | -8.4*
Cc1ccnc(NC(=O)c2ccc3[nH]c(=O)c(=O)[nH]c3c2)c1 | i | i | -5 | i | 8 | i | 9 | 0 | i | 3 | i
COc1ccc2c(c1)c(CCNNC(=O)C(C)(C)C)c(C)n2C(=O)c1ccc(Cl)cc1 | i | i | -8 | i | 3 | i | 6 | -3 | i | 1 | i

Screens (PubChem BioAssay)
